mHTT CaM bind = disrupts binding of mutant huntingtin to calmodulin | AID 1671202 | inhibition, % at 15 µM | actives 3.6% (n = 190,000) | P42858 | AlphaScreen His-mHTT/GST-CaM binding, luminescence;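 note: 0% = both proteins with DMSO and 100% = one protein alone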
Pf apPOL block = Pf-apPOL DNA polymerase inhibition; Recombinant Pf-apPOL, molecular beacon fluorescence, 1.5 h; inhibition, % at 10 µM; actives 0.25% (n = 210,000); AID 1794808
Numbers without * were called inactive; i = inactive; · = not tested or not shown; & = joins results of further samples. Cut-off read from the data, not from the text of the source: active = inhibition above about 50%; inactive = the rest. This is a random part of the collection; 3.5% or so of the library scored in one or more.

1	O=C(NCc1ccc(F)cc1)C1CCN(S(=O)(=O)c2ccc(Br)s2)CC1
2	CCOC(=O)C1CCN(C(=O)CN2C(=O)C3CCCN3C(=O)c3cccc(C)c32)CC1 (stereo not given)
3	CC(C)NC(=O)c1ccc2c(c1)NC(=O)C(N1CCCC1)S2 (stereo not given)
4	CNC(=O)C1CN(C(=O)Nc2ccc(F)cc2F)CC12CCCC2 (stereo not given)
5	OCCN(Cc1ccccc1)Cc1ccccc1F
6	CCCC(=O)Nc1cccc(NC(=O)COc2cc(Cl)c(Cl)cc2Cl)c1
Assay by compound,1,2,3,4,5,6
mHTT CaM bind,-6,3,-3,-8,-1,-6
Pf apPOL block,4,-1,-13,-3,0,-9

7	COCCCNC(=O)c1ccc2c(c1)ncn2-c1ccc(C)c(Cl)c1
8	COC(=O)C1CN(C2CCCC2)CCS(=O)(=O)N1Cc1ccc(C)cc1 (stereo not given)
9	Cc1cc(OCC(=O)N2CCCC2)ccc1Cl
10	COc1ccc(CCNC(=O)CCCCCn2c(=O)[nH]c3ccsc3c2=O)cc1OC
11	O=C(NCc1ccccc1)c1ccccc1NS(=O)(=O)c1ccc2c(c1)OCCO2
12	O=C(NCCC1CCN(S(=O)(=O)c2ccccc2)CC1)Nc1ccc(F)cc1
Assay by compound,7,8,9,10,11,12
mHTT CaM bind,-1,2,-2,0,-11,29
Pf apPOL block,25,8,-4,-3,-3,0

13	Cc1noc(C)c1CCNC(=O)C1CCN(c2nc3cccnc3s2)CC1
14	O=c1[nH]c2ccccc2c(O)c1-c1ccccc1[N+](=O)[O-]
15	Cc1cc2ncc(N=Nc3ccc(Cl)cc3)c(-c3cccs3)n2n1
16	Cc1ccccc1C(=O)N1CCN(c2ccc([N+](=O)[O-])c(NCCc3ccccc3)c2)CC1
17	O=C(NCc1ccc2c(c1)OCO2)C1CCCN(c2cnn(Cc3ccccc3)c(=O)c2)C1 (stereo not given)
18	Clc1ccccc1C1C=C(c2cccs2)Nc2ncnn21 (stereo not given)
Assay by compound,13,14,15,16,17,18
mHTT CaM bind,-13,-4&-1,·,10,9,1
Pf apPOL block,-2,-12&6,-23,-6,-6,-22

19	CCCNC(=O)C1CCCN(C(=O)c2cc(C)cc(C)c2)C1 (stereo not given)
20	Cc1ccccc1OCC(=O)O/N=C(\N)c1ccccn1
21	CCOc1cc(C2Nc3cc(C)c(C)cc3NC3=C2C(=O)CC(C)(C)C3)cc(Cl)c1O (stereo not given)
22	C=C(c1ccccc1)C(C(=O)O)S(C)(=O)=O (stereo not given)
23	COc1ccc(C)cc1NC(=O)CN(c1ccccc1)S(=O)(=O)c1ccc(C)cc1
24	O=C(CCc1ccccc1)Nc1c2c(nn1-c1ccc(Cl)cc1)CS(=O)(=O)C2
Assay by compound,19,20,21,22,23,24
mHTT CaM bind,-3,i,53*,-6,10,2
Pf apPOL block,1,-6,-6,-7,-6,-1

Laid out differently: 6 of the compounds above
nr	smiles	mHTT CaM bind	Pf apPOL block
19	CCCNC(=O)C1CCCN(C(=O)c2cc(C)cc(C)c2)C1 (stereo not given)	-3	1
20	Cc1ccccc1OCC(=O)O/N=C(\N)c1ccccn1	i	-6
21	CCOc1cc(C2Nc3cc(C)c(C)cc3NC3=C2C(=O)CC(C)(C)C3)cc(Cl)c1O (stereo not given)	53*	-6
22	C=C(c1ccccc1)C(C(=O)O)S(C)(=O)=O (stereo not given)	-6	-7
23	COc1ccc(C)cc1NC(=O)CN(c1ccccc1)S(=O)(=O)c1ccc(C)cc1	10	-6
24	O=C(CCc1ccccc1)Nc1c2c(nn1-c1ccc(Cl)cc1)CS(=O)(=O)C2	2	-1

New compounds follow:
25	O=C(NC1CCCC1)c1ccc(-c2cnc(N3CCCCC3)nc2)cc1
26	CCOc1ccc(C(=O)N2CCCC(C)(C(=O)NCc3cccc(F)c3)C2)cc1 (stereo not given)
27	O=C(c1ccc(S(=O)(=O)Cc2ccccc2F)c([N+](=O)[O-])c1)N1CCCCC1
28	CCC(=O)c1ccc(OC(=O)c2cc3cc(Br)ccc3oc2=O)cc1
29	CCSc1nnc(-c2nn(C)c3c2CN(C(=O)c2ccn(CC)n2)CC3)n1C
30	CCOc1cc(C=O)ccc1OCc1ccccc1
Assay by compound,25,26,27,28,29,30
mHTT CaM bind,-10,5,8,-6,0,-17
Pf apPOL block,2,-3,-3,0,-3,3

31	Cn1c(=O)c2c(nc(NCCOCCO)n2Cc2ccccc2Cl)n(C)c1=O
32	O=C(CCC(=O)N1CC2CCCN2c2ccccc21)NCCc1ccccc1Cl (stereo not given)
33	CSc1cccc(NC(=O)c2ccc(CN(c3ccccc3)S(C)(=O)=O)cc2)c1
34	O=S1(=O)c2c(cccc2N2CCC[C@@H]2CO)O[C@H]2CCN1C2
35	CC1CCN(CC(=O)N2N=C(c3ccccc3Cl)CC2c2cccn2C)CC1 (stereo not given)
36	COc1cc([N+](=O)[O-])ccc1NC(=O)CSc1nc2ccccc2s1
Assay by compound,31,32,33,34,35,36
mHTT CaM bind,0,53*,7,-15,84*,8
Pf apPOL block,0,-3,-4,0,-3,7

37	Cc1cc2oc(=O)cc(CN3CCC(Cc4ccccc4)CC3)c2cc1O
38	CC(=O)Nc1ccc(C=C[N+](=O)[O-])cc1
39	CCOc1ccccc1CNC(=O)C1CCCN(S(=O)(=O)N2CCC(C)CC2)C1 (stereo not given)
40	CC(=O)Nc1ccc(-c2noc(C3CCCN(C(=O)c4ccc(F)c(Cl)c4)C3)n2)cc1 (stereo not given)
41	Cc1nc(CCNC(=O)C2CCN(C(=O)c3ccc(Br)o3)CC2)cs1
42	O=C(NC1CCCC1)C1c2cccn2CC(=O)N1Cc1ccc(Cl)cc1 (stereo not given)
Assay by compound,37,38,39,40,41,42
mHTT CaM bind,-2,·,-3,-4,-3,-1
Pf apPOL block,-5,-6,-17,-1,-2,-2

43	O=C(CSCc1ccccc1Cl)N1CCN(c2ccccn2)CC1
44	CN(C)c1ccc(/C=C/CN2CCN(Cc3ccccc3)CC2)cc1
45	CC(=O)c1ccc(C(=O)N2CCN(c3nc4ccc([N+](=O)[O-])cc4s3)CC2)cc1
46	N#Cc1cccc(C(=O)N2CCC(CCOc3ccccc3)CC2)c1
47	CC1CCc2onc(C(=O)Nc3cccc(C(F)(F)F)c3)c2C1 (stereo not given)
48	O=C(Nc1ccnc2ccc(F)cc12)c1cccc(F)c1
Assay by compound,43,44,45,46,47,48
mHTT CaM bind,-2,56*,8,-3,-6,-11
Pf apPOL block,-13,1,-3,-1,-3,-4

49	O=C1C(Nc2ccc(O)cc2)=CC(=NS(=O)(=O)c2ccc(Cl)cc2)c2ccccc21
50	Cn1c(CN2CCN(CC(=O)N3CCC(Cc4ccccc4)CC3)CC2)nc2ccccc21
51	CC1(C)CC(=O)C2=C(C1)NC1=C(C(=O)c3ccccc31)C2c1ccc([N+](=O)[O-])o1 (stereo not given)
52	Cc1cc(O)c(CN2CCOCC2)c2c1C(=O)C(=Cc1cc3cc(Br)ccc3o1)O2
53	Cc1nn(C)c2c(=O)n(CC(=O)NCc3ccccc3F)ccc12
54	O=C(ON=C1CCC2(CC1)OCCO2)c1cccc(C(F)(F)F)c1
Assay by compound,49,50,51,52,53,54
mHTT CaM bind,98*,28,55*,40,-5,·
Pf apPOL block,0,-10,-3,-11,-1,6&-4

55	Cc1ccc(CNC(=O)C2CCCN(C(=O)c3cccc(C)c3)C2)cc1 (stereo not given)
56	COCCCNC(=O)C1CC(=O)N(CCc2ccccc2)C1 (stereo not given)
57	CCOc1ccc(Cl)cc1S(=O)(=O)NC(C)C
58	CSc1ccc(NC(=O)c2nnn3c2COC(c2ccc(C)cc2)C3)cc1 (stereo not given)
59	COc1ccccc1N1CCN(C(=O)C(C)Oc2ccnc3c(C)ccc(C)c23)CC1 (stereo not given)
60	Cc1nc2[nH]onc2c2nccc(=O)c12
Assay by compound,55,56,57,58,59,60
mHTT CaM bind,29,-3,-7,-3,·,-3&-2
Pf apPOL block,-6,6,7,-6,-45,-2

Four of the compounds above, field by field:
[56] COCCCNC(=O)C1CC(=O)N(CCc2ccccc2)C1 (stereo not given)
  mHTT CaM bind: -3	Pf apPOL block: 6

[57] CCOc1ccc(Cl)cc1S(=O)(=O)NC(C)C
  mHTT CaM bind: -7	Pf apPOL block: 7

[58] CSc1ccc(NC(=O)c2nnn3c2COC(c2ccc(C)cc2)C3)cc1 (stereo not given)
  mHTT CaM bind: -3	Pf apPOL block: -6

[59] COc1ccccc1N1CCN(C(=O)C(C)Oc2ccnc3c(C)ccc(C)c23)CC1 (stereo not given)
  mHTT CaM bind: ·	Pf apPOL block: -45

(listing goes on)
61	O=C(NCCc1cccs1)c1cccn2c(=O)c3ccc(Cl)cc3nc12
62	Cc1cc(C)n(-c2nc(C)c(C)c(=O)n2CC(=O)NCc2ccc3c(c2)OCO3)n1
63	O=C(Nc1c2c(nn1-c1ccc(F)cc1)CS(=O)(=O)C2)c1ccc(Cl)cc1Cl
64	Cc1cccc(OCC(=O)Nc2cc(C(F)(F)F)ccc2Cl)c1
65	CCc1ccc2nc(N3CCC(C(=O)NC(C)C)CC3)sc2c1
66	Cc1nn(Cc2ccccc2)c2c1C(c1ccccc1Cl)C(C#N)=C(N)O2 (stereo not given)
Assay by compound,61,62,63,64,65,66
mHTT CaM bind,-20,-8,16,-5,23,4
Pf apPOL block,2,-2,-3,-2,-1,0

67	Cc1ccc(C(=O)O/N=C(\N)c2ccncc2)cc1Cl
68	Cc1cccc(C(=O)N=c2sccn2Cc2ccccc2C(=O)N2CCCC2)c1
69	COC(=O)N1CCN(c2ccccc2)CC1
70	Cc1cc(N2C=NS(=O)(=O)c3cccnc32)ccc1Br
71	CC(=O)C1=CCC(NC(=O)c2cc3c(=O)n(C)c(=O)n(C)c3n2Cc2ccccc2)C=C1 (stereo not given)
72	O=C(c1cc(Cl)ccc1F)N1CCc2nc(-c3ccc(F)cc3)ncc2C1
Assay by compound,67,68,69,70,71,72
mHTT CaM bind,i,15,2,-10,-12,-7
Pf apPOL block,-2,0,2,1,-5,-3

73	CS(=O)(=O)N1CCC(C(=O)Nc2ccc(O)c(-c3nc4ccccc4s3)c2)CC1
74	CCc1nc(C)nc(N2CCN(C(C)=O)CC2)c1Cc1ccc(C)cc1
75	CCC[C@H]1CN(c2ccccc2)C(=O)[C@@H]1CC(=O)Nc1ccc(OC)cc1
76	Cc1nc(C)c(C(=O)N2CCN(c3nc4c(F)cc(F)cc4s3)CC2)s1
77	CCS(=O)(=O)N1CCC(C(=O)NCc2ccc(F)cc2Cl)CC1
78	CCOC(=O)c1ccc(OCC2c3cc(OC)c(OC)cc3CCN2C(=O)c2ccccc2OC)cc1 (stereo not given)
Assay by compound,73,74,75,76,77,78
mHTT CaM bind,-3,-4,-2,3,-3,34
Pf apPOL block,3,-1,-4,-13,-11,0

79	Cc1nc2nc(SCC(=O)NCCN3CCOCC3)nn2c(C)c1Cc1ccccc1
80	Cc1ccccc1-c1nnn(CC(=O)Nc2ccc(F)cc2)n1
81	O=C(Nc1cnc(N2CCCC2)nc1)c1ccccc1Br
82	COc1ccc(CNS(=O)(=O)c2cc3c(s2)CCN(C(=O)C2CC2)C3)cc1
83	COc1cc(Br)c(CN2CCCN(C)CC2)cc1OC
84	COC(=O)c1cnc2nc(C)ccc2c1Nc1ccc(C)cc1C
Assay by compound,79,80,81,82,83,84
mHTT CaM bind,11,0&-1,-3,-2,-1,5
Pf apPOL block,-1,3&-9,-1,-6,-3,-2

85	Cc1cc(N)n(-c2ccc(F)cc2)n1
86	Cc1cc(=O)[nH]c2nnc(SCC(=O)N3CC(C)OC(C)C3)n12 (stereo not given)
87	C=CCNC(=O)C1CCN(c2cccc(C)c2C)C1=O (stereo not given)
88	CN(Cc1ccccc1)C(=O)CN(C)S(=O)(=O)c1ccc(Cl)cc1
89	Cn1ncc(C#N)c1-n1cccc1
90	CCN1CCCn2nc(C3CCN(C(=O)NCc4cccc(OC)c4)CC3)cc2C1=O
91	CC(O)=C1C(=O)NC23CCCCC2C1c1ccccc1O3 (stereo not given)
Assay by compound,85,86,87,88,89,90,91
mHTT CaM bind,1,-18,1,-5,·,7,1
Pf apPOL block,-5,-5,0,-2,-3&4,-6,2

From PubChem BioAssay
